Assay outcomes (PubChem)
ARFGAP1 inhibitor – inhibits rat ARF GTPase activating protein 1. Arfgap1-stimulated ARF1 GTP hydrolysis, GDP FP detection. inhibition, % at 16.5 µM. 360,000 tested, 0.26% active;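 active means inhibition above a per-plate limit, mean inhibition of low control wells plus 3 SD, cut at about 25% in these data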;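 further: 0% = DMSO wells with enzyme and 100% = wells lacking Arfgap1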
Target sequence (Q62848 1-136 limits assumed): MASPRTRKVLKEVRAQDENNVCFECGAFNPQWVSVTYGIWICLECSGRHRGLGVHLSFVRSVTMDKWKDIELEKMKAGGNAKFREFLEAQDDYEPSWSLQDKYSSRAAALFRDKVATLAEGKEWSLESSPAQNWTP
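material = rat Arfgap1 catalytic domain, aa 1-136 | also added = human ARF1(Δ1-17)-GTP substrate | compound dosing = one concentration, 16.5 µM, DMSO 1.26% | times = GTP hydrolysis reaction 2 h at 25 °C | measured by = FP, GDP Alexa 633 tracer displaced from anti-GDP antibody, 620/688 nm | evaluation = percent inhibition of Arfgap1-stimulated GTP hydrolysis | replication = single well per compound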
GC-A act – GC-A (human) enzyme activation; AID 1671463; 370,000 tested, 0.14% active; HEK293 GC-A cells, cGMP TR-FRET, EC30 ANP; 0% at EC30 ANP, 100% saturating ANP; activation, % at 10 µM; in the data active means activation above about 40%
NPR2 activator – GC-B (human) receptor activation; P20594; HEK293-GC-B cells, CNP EC30, cGMP TR-FRET; 0% at EC30 CNP, 100% saturating CNP; activation, % at 10 µM; 370,000 tested, 0.11% active;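 active means activation at 10 µM reaching about 35% in either raw or pattern-adjusted values, limit read from the data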
rCAG binder – r(CAG) repeat RNA binding; TO-PRO-1 dye displacement fluorescence; inhibition, % at 3 µM; 370,000 tested, 1.3% active; AID 651821;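 active means inhibition above the plate cutoff, the mean of all test compounds on that plate plus 3 SD, cut at about 35% in these data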;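 further: 0% = DMSO alone and 100% = 100 µM mitoxantrone as full dye displacement; higher means more dye released from RNA so lower well fluorescence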
HTRA1 inhibitor – inhibitors of human serine peptidase HTRA1; Q92743; recombinant HTRA1, FP-rhodamine activity-based probe, fluorescence polarization; inhibition, % at 5.96 µM; 340,000 tested, 0.5% active; AID 504803; in the data active means inhibition above about 36%;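 further: 0% = enzyme with DMSO and 100% = wells lacking enzyme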
ABHD4 inh – inhibitors of mouse ABHD4. inhibition, % at 8.92 µM. 370,000 tested, 0.54% active. purified mABHD4, FP-Rh probe fluorescence polarization. Q8VD66;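 active means inhibition exceeding the mean over every tested compound plus 3 SD, cut at about 30% in these data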;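 further: 0% = plate median of compound wells and 100% = S159A mutant with DMSO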
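Assay system: mABHD4 protein; medium: HEPES pH 7.0, NaCl, Pluronic buffer; dosing: 8.92 µM, single dose; schedule: 45 min + 60 min at 25 °C; signal: FP readout, ex 525 nm / em 598 nm; read-out: normalized percent inhibition of probe labeling; repeats: single replicate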
ASAP1 GAP inh – ASAP1 ArfGAP inhibition; inhibition, % at 16.5 µM; Q9ULH1; ASAP1-stimulated ARF1 GTP hydrolysis, GDP FP detection; 360,000 tested, 0.19% active; AID 624377; in the data active means inhibition above about 25%;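 further: 0% = vehicle with enzyme and substrate and 100% = no enzyme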
PG9 binder – small molecules binding HIV-1 gp120 antibody PG9 | 360,000 tested, 0.43% active | TR-FRET gp120-PG9 antibody binding | inhibition, % at 6.7 µM | AID 624416; in the data active means inhibition above about 8.5%
Rev-erbA mod – Rev-erb alpha (human) modulation; P20393; Rev-erbα–FITC-DNA binding, fluorescence polarization, 90 min; activity, % at 10 µM; 370,000 tested, 0.79% active;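 active means activity above about 14%, limit read from the data; passing the limit was not always enough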;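 further: 0% = DMSO wells with 35 nM protein and 100% = DMSO wells with 750 nM protein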
Target sequence (P20393 whole entry, looked up): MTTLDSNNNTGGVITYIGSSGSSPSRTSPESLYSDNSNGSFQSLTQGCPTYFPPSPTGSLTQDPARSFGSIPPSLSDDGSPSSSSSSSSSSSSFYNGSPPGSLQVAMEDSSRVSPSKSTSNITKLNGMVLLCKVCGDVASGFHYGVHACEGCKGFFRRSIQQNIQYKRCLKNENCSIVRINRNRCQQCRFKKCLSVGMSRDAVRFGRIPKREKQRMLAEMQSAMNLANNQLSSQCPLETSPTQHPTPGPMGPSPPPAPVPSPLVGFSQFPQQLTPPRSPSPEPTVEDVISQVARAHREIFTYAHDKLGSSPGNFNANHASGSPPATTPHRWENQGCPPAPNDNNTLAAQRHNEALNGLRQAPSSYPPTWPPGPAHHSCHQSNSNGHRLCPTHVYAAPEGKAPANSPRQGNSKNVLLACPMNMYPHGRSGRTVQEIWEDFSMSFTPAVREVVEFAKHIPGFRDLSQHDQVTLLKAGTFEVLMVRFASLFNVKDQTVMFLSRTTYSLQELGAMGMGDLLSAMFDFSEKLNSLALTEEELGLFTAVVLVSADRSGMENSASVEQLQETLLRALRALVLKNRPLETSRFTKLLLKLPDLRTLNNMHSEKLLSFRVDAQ
SMARCA2 act – increases SMARCA2 function in MMTV reporter cells; MG213 cells, MMTV-luciferase reporter, dexamethasone, overnight; activation, % at 9.1 µM; 370,000 tested, 1% active; AID 652017; in the data active means activation above about 7.8%;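 further: 0% = vehicle wells and 100% = reference activator wells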
Starred values were filed as active, the others as inactive; nt = no result given. The order is random. About 4.4% of those tested had a hit in this group.

canonical_smiles	ARFGAP1 inhibitor	GC-A act	NPR2 activator	rCAG binder	HTRA1 inhibitor	ABHD4 inh	ASAP1 GAP inh	PG9 binder	Rev-erbA mod	SMARCA2 act
COc1ccc(S(=O)(=O)n2nc(OC(=O)c3c(-c4ccccc4Cl)noc3C)cc2N)cc1	17	-4	3	5	26	-20	-4	-0.1	-2	-2
COC(=O)c1cc(S(=O)(=O)NCc2ccc3c(c2)OCO3)cn1C	-5	-2	0	3	-1	1	-9	1.6	3	0
CCN(CC)c1c(C)nc2ccc(C(=O)N3CCN(C(=O)c4ccco4)CC3)cn12	4	-1	-2	0	nt	0	2	0.5	0	9.4*
Cc1cc(C)c(NC(=O)C2CC(=O)N(C3CCCC3)C2)c(C)c1 (stereo unspecified)	-12	0	9	-2	-3	-3	0	0.8	-3	-2
Cc1ccc2c(c1)CCO[C@]21O[C@H](CCO)C[C@H](O)[C@H]1O	-1	5	5	0	1	5	-3	-0.9	-3	-2
COc1cc2c(cc1OC)C(C)N(C(=O)C1=NN(c3cccc(C)c3)C(=O)CC1)CC2 (stereo unspecified)	-3	4	-2	0	8	1	6	0.5	0	1
CN1CCN(/N=C/c2ccc(N(c3ccccc3)c3ccccc3)cc2)CC1	-2	-2	-3	-6	-1	14	6	0.8	5	-4
CC(=O)Nc1cc(S(=O)(=O)Nc2ccc(C)cc2)c(C)cc1C	2	0	-4	-3	10	6	2	2.6	2	1
Cc1cc(-c2ccccc2)c(C#N)c(N)n1	0	0	-3	3	0	-7	2	-2.8	1	1
CN(C)c1nc(N)c2ncc(=S)[nH]c2n1	6	1	4	-3	3	6	-5	-5.5	-7	0

An excerpt from above in order of heavy-atom count, smallest number first:
canonical_smiles	ARFGAP1 inhibitor	GC-A act	NPR2 activator	rCAG binder	HTRA1 inhibitor	ABHD4 inh	ASAP1 GAP inh	PG9 binder	Rev-erbA mod	SMARCA2 act
CN(C)c1nc(N)c2ncc(=S)[nH]c2n1	6	1	4	-3	3	6	-5	-5.5	-7	0
Cc1cc(-c2ccccc2)c(C#N)c(N)n1	0	0	-3	3	0	-7	2	-2.8	1	1
CN1CCN(/N=C/c2ccc(N(c3ccccc3)c3ccccc3)cc2)CC1	-2	-2	-3	-6	-1	14	6	0.8	5	-4
COc1ccc(S(=O)(=O)n2nc(OC(=O)c3c(-c4ccccc4Cl)noc3C)cc2N)cc1	17	-4	3	5	26	-20	-4	-0.1	-2	-2

(next part)
canonical_smiles	ARFGAP1 inhibitor	GC-A act	NPR2 activator	rCAG binder	HTRA1 inhibitor	ABHD4 inh	ASAP1 GAP inh	PG9 binder	Rev-erbA mod	SMARCA2 act
NC(c1ccccc1)c1ccncc1 (stereo unspecified)	10	5	-2	-1	1	1	-5	-1.5	1	0
CCN(CC)C(=O)C1CCCN(C/C=C/c2ccccc2[N+](=O)[O-])C1 (stereo unspecified)	10	-1	-2	-8	7	12	-2	-0.6	-2	-1
CCCCOc1ccccc1C(=O)N(Cc1ccco1)C1CCS(=O)(=O)C1 (stereo unspecified)	3	-12	-6	-4	4	6	2	0.2	0	-1
COc1ccc(N2CCN(C(=O)Cc3ncc(C(F)(F)F)cc3Cl)CC2)cc1	5	4	3	-3	0	0	-10	-2.6	-3	1
CCOc1ncccc1C(=O)OCC(=O)Nc1cc(C(C)(C)C)ccc1OC	11	0	7	4	-9	7	-1	3.1	-2	-1
Cc1ccc(S(=O)(=O)c2cc(O)ccc2O)cc1C	-1	-2	-3	5	2	1	-1	-0.4	-2	-2
CCOC(=O)C1(C)CCCN1C(=O)c1ccc(N(C)C)cc1 (stereo unspecified)	0	2	0	1	nt	-3	4	0.6	3	-1
CCOC(=O)NC1(NC(C)C)Oc2ccccc2O1	9	0	1	1	11	15	12	-1.2	-4	-4
COc1ccc(OC)c(NC(=O)C2(C)CCN2C(=O)C2(c3ccc(Cl)cc3)CCC2)c1 (stereo unspecified)	-11	-12	-6	5	nt	-6	-9	0.9	2	-1
O=C(NS(=O)(=O)NC1CCCCC1)C1=C(N2CCCC2)COC1=O	-11	-1	-3	2	9	-2	-5	-0.8	-4	-1
Cc1cc(C)nc(SCC(=O)Nc2ccc(S(=O)(=O)NCCO)cc2)n1	-7	2	3	3	-1	-1	12	-1.4	-4	5
Cc1ccc(NC(=O)CCC(=O)NNC(=O)COc2ccccc2)cc1C	-5	3	-2	-2	1	-5	1	0.1	-1	-3
O=C(N/N=C\c1ccncc1)c1ccc(Cl)s1	-4	1	1	-1	1	-6	-23	0.8	1	2
COc1ccccc1-n1cnnc1SCC(=O)NC1CCS(=O)(=O)C1 (stereo unspecified)	1	-2	1	-1	0	-4	-9	-0.2	1	2
CC(C)CC(=O)Nc1cccc(-c2nc3ccccc3o2)c1	-17	7	4	3	-12	-2	-4	3.0	33*	3
COc1ccc(OC)c(C(=O)c2c(C)oc3cc(Br)c(O)c(CN(C)C)c23)c1	0	-1	-4	-8	nt	3	-17	-2.7	-1	-4
Cc1nnc(SCC(=O)N2CC(=O)Nc3ccccc32)s1	-6	-5	-1	-6	5	-2	-19	-1.6	1	-2
c1ccc(Nc2ncnc3c2oc2ccccc23)cc1	8	6	2	1	-15	-3	-4	0.4	6	2
OC(CN1CCC(Cc2ccccc2)CC1)C(F)(F)F (stereo unspecified)	9	0	0	-1	3	2	-18	-2.5	2	-2
COc1cc(/C=N/NC(=O)C[n+]2ccccc2)cc(OC)c1OC	1	0	7	1	0	1	-7	-1.3	0	-1
COc1ccccc1Nc1nnc(SCC(=O)N2CCCC2)s1	6	0	1	0	-2	1	-4	-1.8	-2	0
CC/C(=N/NS(=O)(=O)c1ccc(Cl)cc1)c1ccc(O)cc1	-10	-2	5	2	5	1	-16	0.7	0	-2
Cc1nc(CNS(=O)(=O)c2ccc3c(c2)OCCO3)cs1	-6	5	0	-2	-3	-2	-9	-1.9	1	1
CC(=O)NC(=S)Nc1ccc(NC(=O)c2cccnc2Cl)cc1	3	2	0	-2	1	1	9	0.3	-7	3
Cc1ccc(C)c(NC(=O)CCC(=O)NNC(=O)COc2cc(C)ccc2C)c1	3	-2	-2	-7	1	1	5	-2.7	1	-2
COC(=O)CC1(CC(N)=O)SCCS1	8	1	5	2	-5	-3	-7	0.5	-2	-3
Oc1ccc(Cc2ncc(C(F)(F)F)cc2Cl)cc1	0	6	6	0	-7	0	-5	-2.3	4	-1
COC(=O)C[C@H]1c2cc(F)ccc2S(=O)(=O)N1c1ccc(N(C)C)cc1	-1	-1	8	-2	-2	0	-3	-2.1	-1	0
O=S(=O)(NCc1ccncc1)c1ccc(Br)s1	-8	3	3	2	4	2	7	-2.0	0	-2
CC1=C(C#N)C(C)(C)C(C#N)=C(C)N1	6	1	5	2	7	5	-8	0.1	2	-2
CCOC(=O)N1C(=O)NC(=O)C1c1ccccc1 (stereo unspecified)	5	0	6	3	1	-3	11	-0.6	4	-3
C=CC[C@@H](CC(=O)N[C@@H](CO)Cc1ccccc1)C(=O)N[C@@H](C)COC(=O)[C@@H](CC=C)Cc1ccc(F)cc1	5	3	-1	-12	-4	-2	5	0.5	2	-2
COc1ccc(OC)c(/C=N/Nc2cc(C)nc(N3CCOCC3)n2)c1	7	4	-1	-7	nt	-3	-13	-1.7	8	-2
CCc1c(C)nc2ccc(Br)cc2c1SCCC#N	12	-6	-4	-4	-8	-5	11	11*	5	-6
COc1ccccc1C(=O)Nc1c(C)cc(Br)cc1C	3	-1	-6	-5	-2	5	-8	-1.6	7	-3
COC(=O)c1ccccc1NC(=O)C12CC3CC(C1)CC(n1cnc(Cl)n1)(C3)C2	-5	3	2	-7	-4	-18	-5	-0.2	7	-2
N/C(=N\c1nc2ccccc2o1)NC(=O)c1ccccc1Br	-1	12	4	3	-4	2	7	0.8	8	0
COc1cccc(-c2c(-c3cc(OC)cc(OC)c3)n(C)c3ccc(Br)cc23)c1	8	0	4	3	-17	0	8	1.3	6	1
OCCN(C=NC1=NN(c2cccc(C(F)(F)F)c2)CC1)CCO	-5	-1	-2	-3	2	1	-10	-11	3	1
COc1ccc(-c2c(C)nn3c(C(F)(F)F)cc(C)nc23)cc1	-7	1	4	-1	2	-7	-8	2.9	4	-4
COC(=O)C(Cc1ccccc1)NC(=O)C12CC3CC(CC(C3)C1)C2 (stereo unspecified)	8	-1	2	0	-5	0	-14	-1.4	-1	-4
CC(C)(C)OC(=O)[C@H](Cc1ccccc1)NC(=O)c1nc[nH]c1C(=O)NCc1ccccc1	15	1	5	-1	-42	-38	-7	0.0	5	-1
CCOC(=O)[C@H]1[C@H]2COc3ccccc3[C@@H]2N2C(=O)c3cc(Cl)ccc3NC(=O)[C@@]12C	2	-8	-10	0	-22	-5	-4	0.8	9	-1
O=C(CSc1nc(=O)n2ccccc2n1)NCc1ccc(F)cc1	9	2	-1	1	1	-2	8	0.1	1	0
CC(OC(=O)c1ccc(=O)n(Cc2ccccc2)n1)C(=O)Nc1cccc(Cl)c1 (stereo unspecified)	-6	-2	-8	2	-17	-4	0	0.2	-2	1
COC(=O)c1ccc(CSc2nc3scc(-c4cccs4)c3c(=O)[nH]2)o1	-2	3	-2	35*	-50	-15	3	-2.2	-7	-1
COc1cc2c(cc1OC)-c1nnc(C)n1C(C)(C)C2	4	3	2	-1	5	3	-3	-2.4	1	5
COc1ccc(CC(=O)Nc2ccccc2N2CCOCC2)cc1OC	6	-1	0	-3	-13	-1	2	1.2	7	3
COc1ccc(C2=NO[C@@H]3C(=O)N(c4ccc5c(c4)OCCO5)C(=O)[C@H]23)cc1OC	-7	8	-7	5	11	3	-9	-1.4	-5	-7
S=C(NCc1ccc(Cl)c(Cl)c1)NCc1ccco1	0	1	-1	10	-19	-13	5	1.7	1	-1

(list continues)
canonical_smiles	ARFGAP1 inhibitor	GC-A act	NPR2 activator	rCAG binder	HTRA1 inhibitor	ABHD4 inh	ASAP1 GAP inh	PG9 binder	Rev-erbA mod	SMARCA2 act
CCCc1c(C(=O)NNc2cc(C(F)(F)F)ccc2Cl)cnn1-c1ccccc1	9	2	-1	-2	-1	1	-4	-2.5	2	-1
CCOC(=O)C[C@H]1c2ccc(C(F)(F)F)cc2S(=O)(=O)N1C1CCCC1	-4	-2	-3	-2	-13	-6	-9	-0.8	4	1
COC(=O)C1=C(SC)N(c2ccccc2)C(c2ccccc2)CC1=O (stereo unspecified)	8	-11	-12	-5	0	3	12	-0.7	-2	0
Cc1ccccc1N1CC(C(=O)NC2CCCC2)CC1=O (stereo unspecified)	-5	0	-2	5	-3	-7	4	-3.2	5	-3
CCOCCN(C(=O)c1ccccc1Cl)c1cccc(C)c1C	12	-10	-7	-10	nt	2	2	-1.0	9	-4
CC(C)CCn1cnc2c1c(=O)n(C)c(=O)n2C	11	4	0	0	3	2	1	-0.5	2	2
COCc1ccc(CN2CCC(C(=O)Nc3cccc(-c4cscn4)c3)CC2)o1	-1	-5	-1	-2	2	-1	5	-2.4	-5	-1
